# Luciferase inh: blocks Photinus pyralis firefly luciferase activity; P08659; purified firefly luciferase, luminescence, 8 min; Potency, µM (doses to about 57.1 µM), for inactives: at the highest dose activity change, negative = inhibition, hits mostly inhibitors; hit rate 2.2% among 72,000; AID 411; note: potency is the fitted concentration of half-maximal effect; % is set by controls: 0 for no effect and ±100 for the full control effect; nearly all actives have a fitted effect of over 40% in size
#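 Substrate buffer containing 10 uM ATP (pH 7.2 imidazole, Mg2+, KCl, detergent, BSA) is dispensed, compound pinned in, then luciferase/luciferin detector mix added. After 8 min at ambient temperature, light output is measured.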
# HADH2 inhib: blocks human hydroxyacyl-CoA dehydrogenase type II | recombinant HADH2, NADH fluorescence, beta-hydroxybutyryl-CoA | hit rate 3.4% among 73,000 | Potency, µM (top dose mostly 57.1 µM), for the others: at the top dose activity change, negative = inhibition, actives largely listed as inhibitors | AID 886; note: potency is the fitted concentration of half-maximal effect; % is set by controls: 0 for no effect and ±100 for the full control effect; nearly all actives have a fitted effect of over 60% in size; many of its hits are not listed in these tables
#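 His-tagged recombinant enzyme from E. coli, 20 nM, preincubated 15 min RT with compound; reaction started with 1 mM NAD+ and 90 uM beta-hydroxybutyryl-CoA in 100 mM Tris-HCl pH 9.0. NADH fluorescence (ex 360/em 450) read over 4 min; last-minus-first difference.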
# Texas Red fluor: compounds fluorescent in Texas Red spectral region | Compound fluorescence, Texas Red channel, 547/618 nm; stronger effect = higher value | max dye-equivalent concentration, M | hit rate 0.06% among 59,000; in the data active = max dye-equivalent concentration above about 10 nM; inconclusive = between about 1.1 nM and that limit
#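 Compound fluorescence was read after 15 min at room temperature in 100 mM Tris, pH 8.0, using 547 nm excitation and 618 nm emission across a concentration series. It was expressed as Texas Red dye-equivalent concentration from an on-plate standard curve.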
# ERK AVP block: blocks ERK signaling stimulated by vasopressin | Potency, µM (highest dose often 57.5 µM), for the others: top-dose activity, negative = inhibition, most hits filed as inhibitors | hit rate 0.99% among 72,000 | HEK293-V1b, vasopressin-stimulated pERK AlphaScreen; note: potency is the fitted concentration of half-maximal effect; % is set by controls: 0 for no effect and ±100 for the full control effect; nearly all actives have a fitted effect of over 55% in size
#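 qHTS, compounds titrated on V1b-expressing HEK293 cells. Preincubation 30 min at 37C, vasopressin 25 nM for 5 min, lysis 10 min, bead incubation 5 hr at room temperature.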
# Tau filament bind: tau filament binding; P10636; recombinant tau filaments, thioflavin S fluorescence, 15 h; filaments grown with octadecylsulfate alongside compound; Potency, µM (titrated, usually from 57.1 µM), without a hit: top-dose activity change, negative = inhibition; hit rate 2% among 71,000; AID 596;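 note: potency is the fitted concentration of half-maximal effect; % is set by controls: 0 for no effect and ±100 for the full control effect; actives lower thioflavin S fluorescence by blocking filaments or displacing dye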
#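 Quantitative HTS: thioflavine S signal from ODS-induced tau filaments, excited at 450 nm, emission 510 nm. Conditions: 1 uM tau, 30 uM ODS, 15 h at 37 C, pH 7.4.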
# HEK293 cAMP cs: raises cAMP in parental HEK293 cells, TSHR agonist counter-screen. parental HEK293 CNG cAMP sensor, membrane potential fluorescence. Potency, µM (doses to about 57.1 µM), without a hit: at the top dose activation, hits mostly activators. hit rate 2.5% among 73,000. AID 938; note: potency is the fitted concentration of half-maximal effect; % of control where 0% means no effect; nearly all actives have a fitted effect of over 55% in size
#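 Parental HEK 293 cells stably expressing a cAMP-gated CNG channel were loaded with membrane potential dye containing 100 uM RO 20-1724 for 60 min. Compound added for 30 min; depolarization read as fluorescence intensity at 590 nm.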
# Caspase-1 inhib: allosteric or competitive inhibitors of human caspase-1; P29466; hit rate 0.03% among 75,000; Potency, µM (highest dose often 57.5 µM), for inactives: top-dose activity change, negative = inhibition, most hits filed as inhibitors; AID 900; Caspase-1 enzyme, Ac-WEHD-AFC fluorogenic rate;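 note: potency is the fitted concentration of half-maximal effect; plate controls were vehicle for no effect and no substrate for full effect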
# Rhodamine autofl: compound autofluorescence in rhodamine spectral region. Rhodamine-region fluorescence, 547/598 nm, Tris buffer; stronger effect = higher value. max dye-equivalent concentration, M. hit rate 0.05% among 59,000. AID 594; in the data active = max dye-equivalent concentration above about 11 nM; inconclusive = between about 1.1 nM and that limit
#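 Compound fluorescence in 100 mM Tris, pH 8.0, read after 15 min at room temperature with 547 nm excitation and 598 nm emission. Output is dye-equivalent concentration from an on-plate rhodamine standard series.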
# USP2a inh: inhibitors of human ubiquitin-specific protease USP2a. hit rate 0.1% among 60,000. Potency, µM (top dose mostly 38.3 µM), inactives show top-dose activity change, negative = inhibition, usual class: inhibitors. O75604. USP2a enzymatic assay, qHTS inhibition;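 note: potency is the fitted concentration of half-maximal effect; nearly all actives have a fitted effect of over 60% in size; plate controls were DMSO for no effect and NEM full inhibition control for full effect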
#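 USP2 core (20 nM final) was preincubated with compound for 30 min at RT in 20 mM Tris-HCl pH 8.0, 2 mM CaCl2, 2 mM beta-mercaptoethanol; Ub-PLA2 (20 nM) plus NBD C6-HPC (20 uM) then added, fluorescence read after 2.5 h.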
# Fluorescein autfl: compound autofluorescence in fluorescein spectral region | Compound autofluorescence, 480/540 nm, fluorescein-equivalent; stronger effect = higher value | max fluorescein-equivalent concentration, M | hit rate 0.91% among 59,000; in the data active = max fluorescein-equivalent concentration above about 10 nM; inconclusive = between about 1.1 nM and that limit
#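 Normalized response (dye-equivalent concentration) derives from comparing each well's 540 nm emission, under 480 nm excitation, with plate-resident fluorescein standards. Compounds were held in 100 mM Tris, pH 8.0, for 15 min at room temperature.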
# Casp7 inh: caspase-7 (human) inhibition, allosteric or competitive | P55210 | recombinant caspase-7, Ac-DEVD-AFC fluorescence rate | Potency, µM (top dose mostly 57.5 µM), without a hit: top-dose activity change, negative = inhibition, most hits filed as inhibitors | hit rate 0.02% among 75,000; active = well fitted inhibition curve with a large enough effect in the main read-out, with a control signal flat, not every such curve was filed as active; inconclusive = small, poorly fitted or top-dose-only effect, or a change in a side signal; note: potency is the fitted concentration of half-maximal effect; % of control where 0% means no effect
# Numbers without * were called inactive; i = inactive; ? = inconclusive; · = no result given; [ ] = remark or other dose. Unless noted, calls come from the whole dose curve; as a rule, active = well fitted curve in the direction sought with a large enough effect; inconclusive = small, poorly fitted or top-dose-only effect, or another doubt; inactive = no such curve, though single readings can be large; an effect the other way counts as inactive or inconclusive. These rows are one share of the data; the hit share may differ from the screen's.
SMILES,Luciferase inh,HADH2 inhib,Texas Red fluor,ERK AVP block,Tau filament bind,HEK293 cAMP cs,Caspase-1 inhib,Rhodamine autofl,USP2a inh,Fluorescein autfl,Casp7 inh
Cc1noc(C)c1C(=O)N1CCC2(CCCN(C(=O)Nc3cccc(C#N)c3)C2)CC1,-2%[11.4 µM],0%,i,0%,-4%,?,2%,i,6%,i,2%
CCn1ccc(C(=O)Nc2ccc(N(C)C(C)=O)cc2)n1,-10%,-9%,i,-3%,-7%,9%,2%,i,-8%,i,-1%
Cc1ccc(-c2noc(CN3C(C)CCCC3C)n2)cc1 (configuration not stated),2%,-11%,·,-14%,1%,11%,1%,·,·,·,-2%
Cn1c(SCC(=O)NC2CCCC2)nnc1-c1ccc(S(=O)(=O)N2CCOCC2)cc1,0%,10%,i,-6%,-6%,25µM*,0%,i,·,i,-1%
COCC(=O)Nc1nc(-c2ccccc2)c(C)s1,2%,?,i,?,-8%,1%,0%,i,4%,i,1%
O=C(CN(Cc1cccs1)C(=O)CNS(=O)(=O)c1ccccc1)NCc1ccco1,6%,-5%,i,-4%,-1%,14%,0%,i,4%,i,0%
COc1ccc(Br)cc1C(=O)Nc1cccc(NC(=O)c2ccco2)c1,-19%,-14%[11.4 µM],·,?,269%[11.4 µM],27%[11.4 µM],0%,·,37%[activator][7.66 µM],·,-1%
CC(=O)c1cccc(NC(=O)CN(c2ccc(F)cc2)S(C)(=O)=O)c1,-1%,5%,·,-9%,3%,4%,-3%,·,-1%,·,0%
O=C(Nc1ccccc1)N(Cc1ccc2c(c1)OCO2)Cc1nc2ccccc2c(=O)[nH]1,-2%,16%,i,?,-6%,8%,-3%,i,29%,?,-3%
Cc1ccc(-c2nc3s/c(=C\c4ccco4)c(=O)n3n2)cc1,-5%,?,i,19%,-27%,-3%,1%,i,18%,?,-9%
CCCn1c(N2CCN(CC(=O)NCc3cccs3)CC2)nc2ccccc21,1%,9%,?,15%,-5%,29%,0%,i,10%,i,0%
CCSC[C@@H](N)C(=O)O,5%[11.4 µM],11%[11.4 µM],i,-4%[11.5 µM],7%[11.4 µM],-10%[11.4 µM],0%[11.5 µM],i,·,i,0%[11.5 µM]
CCSc1nc2c(c(=O)[nH]1)C(c1ccccn1)C1=C(CC(C)(C)CC1=O)N2 (configuration not stated),1%,18%,i,33%,-4%,12%,-17%,i,-1%,i,-11%
CCC(=O)N1CCc2cc(S(=O)(=O)N(CC)c3cccc(C)c3)ccc21,1%,5%,i,-8%,4%,?,0%,i,5%,i,0%
COc1ccc(-c2nnnn2CCc2ccccc2)cc1,-1%,1%,i,-29%,2%,10%,-2%,i,2%,i,0%
CC1CCCCN1CCNC(=O)Cn1nc(-c2ccccc2)ccc1=O (configuration not stated),2%,8%,i,1%,-14%,4%,-1%,i,-7%,i,-2%
Cc1nonc1NC(=O)OCCN1CCOC1=O,5%,7%,i,21%,14%,1%,0%,i,-4%,i,1%
COc1ccc(NC(=O)CN2CCCCC2)cc1,-6%,8%,i,17%,-5%,0%,2%,i,-5%,i,0%
Cn1c(=O)cc(NCCc2ccccc2)[nH]c1=O,-2%,6%,·,-5%,6%,9%,-1%,·,-3%,·,1%
COC(=O)Cn1c2ccccc2c2nc(C)sc21,0%,-10%,i,-15%,62%,7%,0%,i,-3%,i,-1%

# The list goes on; the last two above are carried over.
SMILES,Luciferase inh,HADH2 inhib,Texas Red fluor,ERK AVP block,Tau filament bind,HEK293 cAMP cs,Caspase-1 inhib,Rhodamine autofl,USP2a inh,Fluorescein autfl,Casp7 inh
Cn1c(=O)cc(NCCc2ccccc2)[nH]c1=O,-2%,6%,·,-5%,6%,9%,-1%,·,-3%,·,1%
COC(=O)Cn1c2ccccc2c2nc(C)sc21,0%,-10%,i,-15%,62%,7%,0%,i,-3%,i,-1%
CCC(NC(=O)NCc1cccnc1)(C(F)(F)F)C(F)(F)F,3%,-1%,i,-11%,3%,5%,0%,i,4%,?,-1%
CC(=O)c1c(C(C)=O)c(C)n(-c2nc(-c3ccccc3)c(C)s2)c1C,-1%,2%,·,-16%,1%,23%,-2%,·,8%,·,-1%
O=C(NC1c2ccccc2-c2ccccc21)c1ccco1,-3%,3%,i,-5%,11%,?,-1%,i,-3%,i,2%
CC(C)N1CCN(c2ccncc2S(=O)(=O)N2CCCCC2)CC1,4%[11.4 µM],12%[11.4 µM],i,-3%[11.5 µM],2%[11.4 µM],?,2%[11.5 µM],i,·,i,-2%[11.5 µM]
CCc1ccc(NC(=O)C2CC(=O)N(C(C)C)C2)cc1 (configuration not stated),0%,4%,i,-11%,1%,6%,-1%,i,1%,i,1%
COP(C)(=O)c1c(C)nn(-c2ccccc2)c1C (configuration not stated),1%,3%,i,2%,5%,3%,0%,i,-12%,?,-1%
COc1ccc(OC)c(NC(=O)CN2C(=O)C3(OCCCO3)c3ccccc32)c1,0%,4%,i,-11%,-4%,27%,0%,i,18%,i,0%
CCC(CC)C(=O)NCCc1cc2ccc(C)c(C)c2[nH]c1=O,6%,5%,·,·,-6%,2%,-3%,·,·,·,2%
COC(=O)c1nc(NC(C)=O)n[nH]1,-1%,-12%,?,4%,3%,0%,1%,i,-3%,i,-1%
COc1ccc(C2=NOC(C(=O)NCCCN3CCOCC3)C2)cc1 (configuration not stated),2%,1%,i,9%,2%,26%,3%,i,8%,i,2%
Cc1ccnc(NC(=O)c2c(O)c3ccccc3n(C)c2=O)c1,-1%,13%,i,-17%,22%,27%,2%,i,4%,i,1%
O=c1[nH]c(SCC2CCCCO2)nc2ccccc12 (configuration not stated),-14%,0%,?,6%,-15%,16%,3%,i,-8%,?,-1%
S=C(Nc1ccccc1)Nc1ccccc1C#Cc1ccccc1,·,?,·,-15%,-12%,17%,-4%,·,·,·,-1%
Cc1cc(=O)oc2cc(OC3C=CC(C#CC(C)(C)C)OC3CO)ccc12 (configuration not stated),·,5%[11.4 µM],·,29%[11.5 µM],·,-2%[11.4 µM],3%[11.5 µM],·,·,·,0%[11.5 µM]
CCOC(=O)CSc1nnc(-c2nnc(SCC(=O)OCC)n2CC)n1CC,1%,-1%,i,-5%,-6%,15%,0%,i,4%,?,1%
CCOC(=O)c1c(C)[nH]c(C(=O)COC(=O)C2CC2C)c1C (configuration not stated),10µM*,16%,i,-2%,1%,-4%,-3%,i,1%,i,-3%
O=C(NCCN1CCN(c2ccccc2)CC1)C1CCN(S(=O)(=O)c2cccs2)CC1,-2%,4%,?,-24%,-2%,5%,2%,i,11%,i,-1%
CCCS(=O)(=O)N1CCC(C(=O)NCCc2ccccc2)CC1,-1%,3%,i,6%,4%,10%,-3%,i,6%,i,-1%
Cc1ccnc(SCCn2c(N3CCOCC3)nc3c2c(=O)[nH]c(=O)n3C)n1,0%,2%,i,-11%,-8%,5%,0%,i,-4%,?,-1%
O=C(Nc1ccc(N2CCOCC2)cc1)Nc1cnsn1,-30%,10µM*,i,-3%,?,-2%,-2%,i,0%,i,0%
O=C(CSc1nnc(Cc2cccs2)n1-c1ccccc1)Nc1ccc2c(c1)OCCO2,2%,9%,i,-7%,0%,8%,-1%,i,41%[activator],i,-1%
COc1ccccc1C(=O)OCC(=O)Nc1ccc(OC(F)F)cc1,0%,-1%,i,1%,-7%,5%,1%,i,11%,?,0%
Cc1noc(C)c1-c1cc(NCc2ccccc2)ncn1,1%[2.29 µM],1%,i,-16%,-2%,?,-3%,i,-6%,i,0%
COc1ccc(C2CC(c3ccccc3)n3nc(NC(=O)c4cccs4)nc3N2)cc1 (configuration not stated),-2%,0%,i,-26%,41%,7%,-5%,i,48%[activator],i,-7%
O=C(Cn1cnc2c(nnn2-c2ccc(F)cc2)c1=O)N1CCCC1,-1%,-6%,i,-7%,14%,12%,2%,i,0%,i,0%
CCN(CC)S(=O)(=O)c1cccc(C(=O)NC(C(=O)Nc2nnc(C3CC3)s2)C(C)C)c1 (configuration not stated),-1%,-12%,i,0%,-1%,6%,-2%,i,24%,?,-1%
COc1cc(NC(=O)Cn2ncc3c2-c2ccccc2OC3)cc(OC)c1OC,-1%,-3%,·,-7%,4%,-5%,-1%,·,·,·,-1%
COC(=O)c1[nH]cnc1C(=O)c1ccccc1,4%,4%,i,3%,2%,5%,1%,i,-1%,i,0%
N[C@@H](C(=O)O)c1cc(O)ccc1Cl,1%,-6%,·,11%,?,14%,-3%,·,·,·,-7%
CCOC(=O)C1CCN(C(=O)Nc2ccc(NC(=O)C3CCN(C(=O)OCC)CC3)cc2)CC1,-1%,4%,?,15%,-3%,4%,-3%,i,11%,i,1%

# High-throughput results (PubChem)
